High-throughput results: PubChem BioAssay, National Center for Advancing Translational Sciences (NCATS)
IkB sig inh = IkB Signaling; 110,000 tested, 0.04% active; ABC-DLBCL IkBa-CBG/CBR dual luciferase ratio, 4 h; response scale: scaled: untreated 0%, proteasome inhibitor 100%; Potency, µM (titrated, usually from 57.1 µM), for the others: top-dose IkBa stabilization activation; AID 445, 2006; active = well fitted curve in the direction sought with a large enough effect in the signal ratio, not every such curve was filed as active; inconclusive = small, poorly fitted or top-dose-only effect, or a change in a side signal; the % refers to the signal ratio;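 note: the direction sought is a rising ratio; 0% = basal untreated cells and 100% = reference inhibitor full response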
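In this assay, an IκBα–CBG68 fusion accumulates when IKK-driven degradation is blocked; native CBR normalizes for cell number. OCI-Ly3 cells were treated 4 h with compound and doxycycline, then green and red light read after Chroma-Glo addition.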
Imprint erasure = qHTS Assay for Compounds that Induce Erasure of Genomic Imprints; mouse ES Peg3-LacZ reporter, beta-gal luminescence, 40 h; Potency, µM (titrated, usually from 60.7 µM), without a hit: at the top dose activity change, positive = activation, hits mostly activators; 110,000 tested, 0.02% active;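 note: 0% = negative control wells on the plate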
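Each well holds 300 Peg3LacZ-Neo (maternal) female ES cells incubated 40 h at 37C, 5% CO2. LacZ is measured by BetaGlo luminescence, with AC50 and maximum efficacy derived from dose-response curves.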
p53ts 32C kill = qHTS Screen for Compounds that Selectively Target Cancer Cells with p53 Mutations: Cytotoxicity of p53ts Cells at the Permissive Temperature | AID 924, 2007 | Potency, µM (doses to about 46.1 µM), inactives show top-dose activity change, negative = cytotoxicity, most hits filed as cytotoxic | H1299-p53A138V at 32C, ATP luminescence viability, 24 h | 130,000 tested, 0.93% active;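 note: 0% = DMSO and -100% = full killing by reference compound; nearly all actives have a fitted effect of over 55% in size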
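ATP-content luminescence (ATPlite) read-out after 24 h compound exposure at 32C in H1299-p53A138V cells (600/well). Tested up to 46 uM. Normalized to DMSO (0%) and 100 uM tamoxifen (100% killing); Hill-fit AC50.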
p53ts 39C kill = qHTS Screen for Compounds that Selectively Target Cancer Cells with p53 Mutations: Cytotoxicity of p53ts Cells at the Nonpermissive Temperature | Potency, µM (doses to about 46.1 µM), without a hit: at the top dose activity change, negative = cell killing, usual class: cytotoxic | 130,000 tested, 1.5% active | H1299-p53A138V viability at 39C, ATP luminescence, 24 h; note: nearly all actives have a fitted effect of over 55% in size
* marks the source's active call; other numbers are inactive results; u = inconclusive; x = not tested or not shown; & = joins results of further samples; [ ] = remark or other dose. Unless noted, calls come from the whole dose curve; as a rule, active = well fitted curve in the direction sought with a large enough effect; inconclusive = small, poorly fitted or top-dose-only effect, or another doubt; inactive = no such curve, though single readings can be large; an effect the other way counts as inactive or inconclusive. Unless noted, % is set by controls: 0 for no effect and ±100 for the full control effect; potency is the fitted concentration of half-maximal effect.

SMILES	IkB sig inh	Imprint erasure	p53ts 32C kill	p53ts 39C kill
COc1cccc(CNC(=O)CCS(=O)(=O)c2cccc3nsnc23)c1	2.1%	-10%	-1%	-2%
Cc1ccccc1C(=O)Nc1cc(C)c(O)c(-c2nc3ccccc3o2)c1	-2.0%	-15%[10.9 µM]	-11%	7%
COc1ccc(-c2cc3ccc(OCc4nn[nH]n4)cc3oc2=O)cc1	-3.0%	-74%[inhibitor]	10µM*	13µM*
CCc1ccc(NC(=O)c2cc(=O)c3ccc(C)c(C)c3o2)cc1	-0.8%	13%[10.9 µM]	26%	-23%
O=C(COn1nnc2ccccc21)NCC1CCCCC1	0.9%	0%	-1%	-13%
NC(=O)c1cccc([N+](=O)[O-])c1	-2.0%	6%	-2%[1.84 µM]	2%
O=C(CSc1nccn1-c1cccc(Cl)c1)Nc1cccc(C(F)(F)F)c1	u	-9%[10.9 µM]	-4%	-12%
O=C(CN1C(=O)C2C3C=CC(C3)C2C1=O)Nc1ccc2nccnc2c1 (configuration not stated)	-1.7%	-13%	-2%	2%
Cc1cc(N2C(=O)CCC2=O)n(-c2ccccc2)n1	-1.9%	u	5%	9%
COC(=O)c1ccc(NC(=O)C2C3C=CC(O3)C2C(=O)O)cc1 (configuration not stated)	6.6%	3%	11%	-3%
Cc1ccccc1Cn1c(=O)n(CCCCC(=O)NCc2ccccc2Cl)c(=O)c2ccccc21	-3.6%	-10%[10.9 µM]	3%	-19%
O=C(CS(=O)(=O)c1cccc2nsnc12)N1CCN(c2ccccc2F)CC1	-0.7%	-6%[10.9 µM]	8%	-23%
CC(=O)Nc1ccccc1-c1nc2ccccc2n(C(C)C(=O)c2ccc(C)c(C)c2)c1=O (configuration not stated)	1.9%	18%[10.9 µM]	7%	36%[activator]
CN(C)S(=O)(=O)N1CCN(S(=O)(=O)c2ccccc2)CC1	-1.6%	0%	1%	1%
Cc1ccc(CNC(=O)CCCCCn2c(=O)c3sccc3n(CC(=O)N(C)c3ccccc3)c2=O)cc1	u	-8%[10.9 µM]	14%	-22%
Cc1cccc(NC(=O)CCCCCN2C(=O)c3ccccc3C2=O)n1	-3.2%	-13%	1%	11%
COc1cccc(Nc2ncc3nc(C)c(=O)n(-c4ccccc4)c3n2)c1	-2.8%[11.4 µM]	-2%	14%	-4%
CC(C)c1ccccc1OCCCCCNCCO	5.5%	-31%[inhibitor]	-12%	-14%
Cc1ccc(CC(=O)NCC(C)C)cc1	0.7%	-2%	3%	9%
CCc1ccccc1OCc1nnc(N)s1	1.7%	-1%	-2%	3%
COc1ccccc1-n1c(SCC(=O)N(C)C2CCS(=O)(=O)C2)nc2ccccc2c1=O (configuration not stated)	-3.8%	-2%	7%	11%
COCCNC(=O)CN(C(=O)Cn1nnc2ccccc21)c1ccc(C)c(F)c1	x	x	2%	23%
CCC1(C(=O)OC)NC(c2cccc(F)c2)C2C(=O)N(C)C(=O)C21 (configuration not stated)	0.2%	0%	-2%	3%
CCCn1nnc(NC(=O)c2sc3ccccc3c2Cl)n1	4.7%	-21%	u	u
CCOC(=O)c1sc(NC(=O)c2nc3nc(C)cc(C(F)F)n3n2)c(C(=O)OC(C)C)c1C	3.1%	8%[10.9 µM]	-2%	20%

Sorted by number of heavy atoms (high to low): four of the compounds above.
SMILES	IkB sig inh	Imprint erasure	p53ts 32C kill	p53ts 39C kill
Cc1ccc(CNC(=O)CCCCCn2c(=O)c3sccc3n(CC(=O)N(C)c3ccccc3)c2=O)cc1	u	-8%[10.9 µM]	14%	-22%
O=C(CS(=O)(=O)c1cccc2nsnc12)N1CCN(c2ccccc2F)CC1	-0.7%	-6%[10.9 µM]	8%	-23%
COc1cccc(Nc2ncc3nc(C)c(=O)n(-c4ccccc4)c3n2)c1	-2.8%[11.4 µM]	-2%	14%	-4%
CC(C)c1ccccc1OCCCCCNCCO	5.5%	-31%[inhibitor]	-12%	-14%

More compounds.
SMILES	IkB sig inh	Imprint erasure	p53ts 32C kill	p53ts 39C kill
CCOC(=O)c1c(C)oc2c1c(C=NC1CCS(=O)(=O)C1)c(O)c1ccccc12 (configuration not stated)	0.5%	-7%	9%	-9%
CC(C)n1c(SCC(=O)Nc2ccc(F)cc2)nc2c(oc3ccccc32)c1=O	u	9%[10.9 µM]	13%	u
O=C(C1CCN(c2ccc(N3CCOCC3)nn2)CC1)N1CCN(c2ccc(F)cc2)CC1	0.8%	-14%	0%	-12%
O=C(/C=C/c1ccc(O)cc1)c1c(O)cc(O)cc1O	x	-8%	14%	6%
Cc1cc2nc(-c3ccc(NC(=O)c4ccccc4F)cc3)oc2cc1C	-0.7%	-10%[10.9 µM]	-5%	-2%
CN(C)c1ccc(C(CNS(=O)(=O)c2ccc(Cl)cc2)N2CCOCC2)cc1 (configuration not stated)	4.8%	-1%[10.9 µM]	-4%	6%
COc1ccc(Cl)cc1Nc1cc(C)nc2nc(C)nn12	-2.3%	-6%	-10%	1%
CCC1CCCCN1CCCNC(=O)c1sc2nc(C)cc(C)c2c1-n1cccc1 (configuration not stated)	1.8%	-12%[10.9 µM]	9%	-12%
COc1ccc(CNc2ncnc3ccc(-c4ccc(N(C)C)cc4)cc23)c(OC)c1	5.2%[11.4 µM]	-19%	6%	8%
CCOc1ccc(OCC(=O)OCn2c(SC)nnc(C)c2=O)cc1	x	x	0%	5%
Cc1ccc(C(=O)NC(=S)NNC(=O)c2ccccc2[N+](=O)[O-])cc1	x	x	-19%	-3%
COCCNC(=O)CCc1c(C)nc2c(c(C)nn2-c2ccc(C)cc2)c1C	u	u	-6%	5%
O=C(CSc1nc(=O)n(Cc2ccco2)c2c1CCC2)Nc1cccc(F)c1	u	14%[10.9 µM]	-7%	-7%
COc1ccc(S(=O)(=O)NCc2ccccc2Cl)cc1OC	-1.6%	-3%	1%	6%
CSc1ccc(C(=S)N2CCN(C)CC2)cc1	0.7%	-2%	-7%	12%
O=C(Cc1cccs1)Nc1ccc(-c2nnn(CC(=O)N3CCOCC3)n2)cc1	-0.8%	-1%	-21%	-16%
CCOC(=O)C1CCN(C(=O)Cc2ccc(OC)c(OC)c2)CC1	x	x	1%	-2%
COc1ccc2c(c1)OCC(Cc1ccc(OC)c(OC)c1)C2O (configuration not stated)	x	-15%&-24%	-13%&3%	-1%&-10%
Cc1nn(-c2ccccc2)c(C)c1P(=O)(c1ccccc1)N(C)C (configuration not stated)	1.5%	-3%	1%	-14%
COc1cccc(-n2c(Cc3cc(=O)[nH]c(=O)[nH]3)nnc2SCC(=O)N2CCC(C)CC2)c1	0.2%	-5%	7%	-2%
Cc1ncc(CC(=O)n2cc(C(=O)c3cc(Cl)ccc3O)cn2)s1	4.8%	-6%	5%	-3%
Cc1ccc(NC(=O)CSc2nc3c(c(=O)[nH]2)CN(Cc2ccc4c(c2)OCO4)CC3)cc1C	-1.0%	-9%[10.9 µM]	-3%	2%
Cc1cc(=O)oc(C)c1C(=O)NC1CC(C)(C)NC(C)(C)C1	x	x	-4%	24%
O=S(=O)(NCC(c1cccs1)S(=O)(=O)c1ccccc1)c1ccc(F)c(C(F)(F)F)c1 (configuration not stated)	u	9%[10.9 µM]	3%	7%
Cc1ccc(CN(C(=O)c2c(F)cccc2F)C2CC(C)(C)NC(C)(C)C2)o1	0.1%	-7%	-2%	1%

Structures above containing a nitro group on carbon, in the order listed:
SMILES	IkB sig inh	Imprint erasure	p53ts 32C kill	p53ts 39C kill
NC(=O)c1cccc([N+](=O)[O-])c1	-2.0%	6%	-2%[1.84 µM]	2%
Cc1ccc(C(=O)NC(=S)NNC(=O)c2ccccc2[N+](=O)[O-])cc1	x	x	-19%	-3%

Next records follow.
SMILES	IkB sig inh	Imprint erasure	p53ts 32C kill	p53ts 39C kill
CCOC(=O)c1ccc(NC(=O)c2ccc3c(c2)CCN3S(=O)(=O)c2ccc(Cl)cc2)cc1	u	-20%[10.9 µM]	8%	-20%
Cc1ccc(Nc2c(-c3ccc(C)cc3)nc3c(C)cccn23)cc1	u	10%[10.9 µM]	2%	-4%
CC(C)c1nc2ccccc2c2nnc(SCC(=O)NCc3ccco3)n12	-1.6%	-10%	-2%	-5%
O=C(Cn1nnc(-c2ccccc2)n1)Nc1ccccc1N1CCOCC1	2.4%	-8%	2%	-3%
COC(=O)c1ccccc1NC(=O)Cn1c(=O)n(-c2cccc(OC)c2)c(=O)c2c(C)c(C(=O)N(C)C)sc21	0.1%	18%[10.9 µM]	3%	-9%
CCOc1ccc(-c2nnc3sc(COc4ccc(C)cc4)nn23)cc1	-0.8%	12%	-6%	0%
Clc1ccc(Cn2ncc3c(N4CCCCC4)ncnc32)c(Cl)c1	-1.4%	-3%	-3%	5%
CCCCn1nnnc1SCC(=O)Nc1ccc2c(c1)OCO2	1.3%	-7%	1%	-16%
CC(=O)Nc1ccc(C(=O)CCl)cc1	u	-28%	13%[1.84 µM]	u
COc1cccc(OC)c1C(=O)Nc1ccccc1C(=O)N1CCOCC1	4.7%	-20%	5%	-7%
CCC(C)C(NC)C(=O)O (configuration not stated)	x	-10%	-7%	-1%
CCS(=O)(=O)N1N=C(c2ccc(C)cc2)CC1c1cc2ccc(OC)cc2nc1Cl (configuration not stated)	0.9%	-16%[10.9 µM]	-7%	-3%
Nc1cc(C(=O)OCC(=O)NCC2CCCO2)ccc1Cl (configuration not stated)	0.2%	-7%	-1%	-1%
Cc1cccc(N(C)C(=O)COc2cc(=O)n(C)c3ccccc23)c1	0.8%	-20%	-2%	11%
CC(OC(=O)C(NC(=O)c1ccco1)C(C)C)C(=O)Nc1ncc(Cl)cc1Cl (configuration not stated)	-1.2%	3%	-5%	-10%
CN(C)CCCOC(=O)c1ccc(Cl)cc1	-3.4%	3%	-11%	-3%
Cc1ccccc1C(=O)Nc1c(C)nc2ccccn2c1=O	2.0%	14%[10.9 µM]	1%	24%
FC(F)(F)c1cnc(Oc2ccc(-c3nnco3)cc2)c(Cl)c1	-0.5%	-9%	10%	14%
CC(C)c1nc(N2CCN(C(=O)c3ccco3)CC2)c2c3c(sc2n1)CCCC3	u	-29%	23%	0%
CCCCNC(NCCCC)=C(S(=O)(=O)CC)S(=O)(=O)CC	-1.2%	-7%	-11%	6%
CCC/C=C(\CCC)C(NC(=O)c1ccccc1)c1ccc(C(=O)OC)cc1 (configuration not stated)	x	-16%	2%	-9%
Cc1oc(-c2ccc3c(c2)OCCO3)cc1C(=O)O	u	-94%[inhibitor]	20µM*	u
N#CN=C1SCCS1	1.1%	-3%	-9%	-11%
NC(N)=NC(N)=Nc1ccc(C(=O)O)cc1	0.5%[11.4 µM]	-5%[10.9 µM]	3%[9.22 µM]	12%[9.22 µM]
Cc1ccccc1Cn1ccn(-c2ccc(F)c(F)c2)c(=O)c1=O	-2.2%	-6%[10.9 µM]	-2%	-21%
CC12CCC(=O)N1c1ccccc1C(=O)N2c1ccccc1 (configuration not stated)	-0.3%	-8%	13%	27%
CC1CCN(c2nc(-c3ccc(Br)cc3)nc3ccccc23)CC1	-3.6%	-9%[10.9 µM]	-4%	-8%
Cn1c(=O)oc2cc(S(=O)(=O)NCCCN3CCCC3=O)ccc21	2.1%	-7%	1%	0%

Taken from above.
Result for CC(=O)Nc1ccc(C(=O)CCl)cc1 in Imprint erasure: -28%
Result for COc1cccc(OC)c1C(=O)Nc1ccccc1C(=O)N1CCOCC1 in IkB sig inh: 4.7%
Result for CN(C)CCCOC(=O)c1ccc(Cl)cc1 in IkB sig inh: -3.4%
Result for CCOC(=O)c1ccc(NC(=O)c2ccc3c(c2)CCN3S(=O)(=O)c2ccc(Cl)cc2)cc1 in Imprint erasure: -20%[10.9 µM]
Result for Cn1c(=O)oc2cc(S(=O)(=O)NCCCN3CCCC3=O)ccc21 in IkB sig inh: 2.1%
Result for CCC(C)C(NC)C(=O)O (configuration not stated) in p53ts 39C kill: -1%
Result for Cc1cccc(N(C)C(=O)COc2cc(=O)n(C)c3ccccc23)c1 in p53ts 39C kill: 11%

Shown bar-delimited: entries from further up
Compound | IkB sig inh | Imprint erasure | p53ts 32C kill | p53ts 39C kill
Cc1ccccc1C(=O)Nc1c(C)nc2ccccn2c1=O | 2.0% | 14%[10.9 µM] | 1% | 24%
CCOc1ccc(-c2nnc3sc(COc4ccc(C)cc4)nn23)cc1 | -0.8% | 12% | -6% | 0%
